Screens (PubChem)
Scp-1 inhibitor = Scp-1 (human) phosphatase inhibition | Q9GZU7 | Recombinant Scp1, phosphopeptide, malachite green phosphate absorbance | inhibition, % at 20 µM | 340,000 compounds, 0.88% hits | AID 493091;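 active = inhibition above about 50% at 20 µM, limit read from the data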;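 note: plate controls were DMSO wells with enzyme for no effect and wells lacking enzyme for full effect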
Target sequence (Q9GZU7 76-261 limits assumed): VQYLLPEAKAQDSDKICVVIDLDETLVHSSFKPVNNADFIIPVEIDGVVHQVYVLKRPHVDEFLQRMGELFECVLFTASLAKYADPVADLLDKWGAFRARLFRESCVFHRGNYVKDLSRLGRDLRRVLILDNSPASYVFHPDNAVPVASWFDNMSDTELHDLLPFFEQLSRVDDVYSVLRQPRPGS
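Test system – truncated SCP-1 phosphatase (76-261aa) · Reagent – Phosphorylated 17-residue peptide substrate · Incubation – 45 min room-temperature reaction, 5 min colour, 30 min stabiliser · Detection – colorimetric phosphate reagent with accelerator and stabiliser, absorbance at 630 nm · Measure – % inhibition at 20 µM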
SUMO1-SIM PPI = SUMO1-SIM interaction modulation; SUMO1 binding to a labelled peptide, TR-FRET, 1 h; 360,000 compounds, 0.33% hits; inhibition, % at 20 µM; in the data active = inhibition above about 37%
Target sequence (P63165 whole entry, looked up): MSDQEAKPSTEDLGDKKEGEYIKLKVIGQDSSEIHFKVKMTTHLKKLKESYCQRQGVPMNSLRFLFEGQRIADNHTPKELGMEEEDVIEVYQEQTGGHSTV
STEP block = blocks human striatal-enriched tyrosine phosphatase | 360,000 compounds, 0.25% hits | inhibition, % at 20 µM | recombinant STEP, OMFP fluorogenic substrate, fluorescence;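 active = inhibition at 20 µM, scaled per plate between control wells, above about 37%, limit read from the data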;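 note: 0% = DMSO with enzyme and substrate and 100% = substrate only without enzyme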
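medium = Bis-Tris buffer pH 6.0, 2.5 mM DTT, 0.005% Tween 20 | test system = STEP (striatal-enriched tyrosine phosphatase) enzyme, cell-free | measure = normalized % inhibition | compound dosing = 20 µM, 1% DMSO | also added = 25 µM OMFP | schedule = reaction 20 min, ambient temperature | measured by = fluorescence read at 480 nm ex / 540 nm em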
LMPTP block = LMPTP (human) inhibition. inhibition, % at 20 µM. recombinant LMPTP-A, OMFP fluorogenic substrate, fluorescence intensity. 360,000 compounds, 0.22% hits. P24666. AID 651560;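 active = compounds that cut the enzyme signal by at least half of the control window in the single-dose screen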;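 note: plate controls were DMSO wells with enzyme plus substrate for no effect and substrate without enzyme for full effect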
Target sequence (P24666 whole entry, looked up): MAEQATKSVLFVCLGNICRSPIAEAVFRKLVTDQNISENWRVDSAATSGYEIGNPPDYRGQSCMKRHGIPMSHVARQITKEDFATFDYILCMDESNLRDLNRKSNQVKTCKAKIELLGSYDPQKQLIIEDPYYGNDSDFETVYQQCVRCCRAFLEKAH
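Material: LMPTP-A; amount: 0.625 nM enzyme; doses: single 20 µM dose; times: reaction 50 min, room temperature, dark; technique: fluorescence intensity of OMFP turnover product; benchmarks: no-enzyme and uninhibited controls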
Rpn11 inh = Rpn11 (human) deubiquitinase inhibition | AID 588493 | calls only at 20 µM | 360,000 compounds, 0.59% hits | O00487 | human 26S proteasome, Ub4-pepOG fluorescence polarization; 20S core pre-blocked with epoxomicin;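 active = inhibition at 20 µM, scaled to each plate's controls, above about 33%, limit read from the data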
Target sequence (O00487 whole entry, looked up): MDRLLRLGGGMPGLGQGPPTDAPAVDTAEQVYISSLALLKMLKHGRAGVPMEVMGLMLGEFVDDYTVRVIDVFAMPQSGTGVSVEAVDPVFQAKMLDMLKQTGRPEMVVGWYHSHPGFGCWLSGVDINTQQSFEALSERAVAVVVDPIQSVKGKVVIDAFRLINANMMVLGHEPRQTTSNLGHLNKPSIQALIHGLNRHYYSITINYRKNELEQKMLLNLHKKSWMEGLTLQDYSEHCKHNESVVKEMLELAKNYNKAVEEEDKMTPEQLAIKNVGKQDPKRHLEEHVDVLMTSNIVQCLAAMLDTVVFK
CSN inh = blocks human CSN-mediated cullin deneddylation; Q92905; Purified CSN, SCF-Nedd8-OG deneddylation, fluorescence polarization; inhibition, % at 12.5 µM; 360,000 compounds, 0.38% hits;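 active = pattern-corrected inhibition above about 35%, with an unprinted fluorescence ratio check between 0.5 and 1.5, limit read from the data, passing the limit was not always enough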;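 note: 0% = enzyme with substrate and 100% = substrate without enzyme; some results filed as inactive read as strong as hits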
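Assay system: purified human Csn5 enzyme expressed in HEK293T cells; measure: % inhibition; also added: SCFSkp2-Nedd8OG substrate at 10 nM final; technique: fluorescence polarization; times: reaction 90 min, room temperature; medium: Tris buffer pH 7.5, NaCl, DTT, Tween-20, trehalose, ovalbumin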
NadD block = blocks S. aureus nicotinate mononucleotide adenylyltransferase. 360,000 compounds, 0.78% hits. purified NadD enzyme, colorimetric absorbance read-out. inhibition, % at 20 µM; in the data active = inhibition above about 26%; note: some compounds past the cut are filed as inactive
MsrA inhibitor = inhibits bovine methionine sulfoxide reductase A; purified bovine MsrA, absorbance read-out; inhibition, % at 15.5 µM; 360,000 compounds, 0.75% hits; AID 651718; in the data active = inhibition above about 4.5%;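 note: 0% = vehicle wells with enzyme and 100% = reference inhibitor wells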
DNMT1 block = DNMT1 (human) enzyme inhibition. P26358. DNMT1 molecular beacon, Hinp1I cleavage, fluorescence. AID 588458. 360,000 compounds, 0.83% hits. inhibition (reported as % activation of signal), % at 10 µM; in the data active = inhibition above about 50%
Tb MetRS inh = Trypanosoma brucei MetRS inhibition; purified T. brucei MetRS, ATP depletion, Kinase-Glo luminescence; 360,000 compounds, 0.4% hits; inhibition, % at 11.9 µM;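 active = inhibition above a per-plate cutoff of the control wells' mean inhibition plus 3 SD, cut at about 5.5% in these data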;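 note: 0% = DMSO wells median and 100% = median of wells with control inhibitor compound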
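Test system: purified T. brucei MetRS enzyme. Also added: ATP, methionine and E. coli bulk tRNA substrates. Compound: 11.9 µM single point. Schedule: 15 min enzyme-compound preincubation, 2 h reaction, 10 min detection, 25 °C. Signal: luciferase luminescence of residual ATP, Kinase-Glo. Evaluation: percent inhibition versus plate control medians. Controls: DMSO wells, low control.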
Numbers without * were called inactive; i = inactive; . = not tested or not shown.

SMILES	Scp-1 inhibitor	SUMO1-SIM PPI	STEP block	LMPTP block	Rpn11 inh	CSN inh	NadD block	MsrA inhibitor	DNMT1 block	Tb MetRS inh
O=[N+]([O-])c1ccc(CN2CCN(Cc3c[nH]c4ccccc34)CC2)cc1	-8.0	-12.0	3.2	-0.2	i	-3.5	-4.9	1.7	-4.4	6.2*
N=c1n(CCCOc2ccccc2Cl)c2ccccc2n1CC(N)=O	-2.5	-0.9	0.1	2.5	i	0.6	-13.0	-0.6	-5.2	1.5
CCOC(=O)C(=O)NC(C)c1ccccc1 (centres undefined)	-9.3	1.1	1.1	0.2	i	-1.5	-1.1	1.1	3.7	-0.1
CN1CCN(c2nc3c(c(=O)[nH]c(=O)n3C)n2CCCSc2ncccn2)CC1	-13.1	-1.7	0.8	-1.0	i	-5.7	-2.0	1.0	1.4	-0.6
Cc1cc(C)c2nc(-c3ccccn3)cc(C(=O)Nn3cnnc3)c2c1	-6.9	2.4	-5.2	-0.7	i	-2.8	12.5	0.2	-5.4	-0.4
C[C@H](NC(=O)c1[nH]cnc1C(=O)N[C@H](C)c1ccccc1)c1ccccc1	-2.3	6.3	-3.9	1.6	i	3.8	2.7	1.1	0.6	0.1
CN(c1ccc(OCC(=O)Nc2cc(Cl)ccc2C(=O)O)cc1)S(=O)(=O)c1ccc(F)cc1	13.4	17.4	3.5	-0.9	i	-4.3	2.4	1.4	8.9	-0.2
COc1ccc(-c2cc(C#N)nc(NN)n2)cc1	0.3	-8.8	2.6	0.8	i	-0.7	-4.8	1.3	-6.0	4.1
CC(C)Oc1ccc(C(=O)OC(C)C(=O)Nc2nc(-c3cccc([N+](=O)[O-])c3)cs2)cc1 (centres undefined)	-10.2	-6.2	0.4	3.3	i	0.0	12.6	-0.4	-9.4	-0.7
O=C(C[C@@H]1C[C@@H]2c3cc(NC(=O)C4CCOCC4)ccc3O[C@@H]2[C@H](CO)O1)NCc1ccccn1	.	3.7	-0.7	-3.2	i	-1.3	-6.3	-0.1	5.4	0.5
COc1cc(C(=O)ONC(=O)c2ccc(OC(F)F)cc2)cc(OC)c1OC	-4.7	3.3	1.1	0.1	i	2.3	-2.5	0.4	1.6	0.1
COc1cc(C(=O)COC(=O)C2CC2(Cl)Cl)cc(OC)c1OC (centres undefined)	1.8	0.0	-2.1	-1.1	i	2.5	-0.6	0.4	7.5	-0.3
O=C(NCC(c1ccco1)N1CCc2ccccc21)C(=O)Nc1ccccc1F (centres undefined)	-7.6	2.1	-0.4	2.9	i	-4.8	-2.7	-0.1	-0.1	-0.1
O=C(CN1CCN(S(=O)(=O)c2ccc(Br)cc2)CC1)Nc1ccc(F)cc1	-13.1	-2.7	-1.5	-1.5	i	3.9	4.1	-0.8	-6.5	-0.9
COc1cc(C)ccc1OCc1cc(C(=O)N2CCCCCC2)no1	-7.4	6.4	0.0	-0.3	i	2.8	-2.1	1.3	-7.8	-0.1
CCn1c(NC(=O)c2cccs2)nc2ccccc21	-7.3	2.1	0.1	-0.3	i	0.4	-1.6	2.4	-1.5	0.1
Cc1cc(=O)nc2c3ccccc3n(CC(=O)NCCC3=CCCCC3)n12	-6.3	-0.6	1.1	0.3	i	-0.7	0.6	1.4	-1.3	-0.1
CCCN(CCC)CCNC(=O)C1c2ccccc2C(=O)N2CCc3ccccc3C12 (centres undefined)	1.9	3.4	-1.4	0.3	i	5.1	-5.6	1.4	0.6	-0.5
COc1cc2c(cc1OC)C(c1cc3cc4c(cc3[nH]c1=O)OCO4)N(C(=O)C(C)C)CC2 (centres undefined)	4.1	-1.9	3.0	-0.9	i	2.8	13.1	4.4	-2.7	0.3
CCc1nc(-c2ccc(OC)c(OC)c2)cc2cc(OC)c(OC)cc12	-2.1	3.4	0.6	3.5	i	3.0	-1.3	-0.1	-7.8	-0.7
Cc1ccccc1NC(=O)CSc1nc(N2CCCCC2)nc(N2CCCCC2)n1	2.1	1.7	9.3	0.4	i	0.4	4.8	-0.3	-2.5	0.3
COc1cc(NC(=O)c2cc3sccc3n2C)cc(OC)c1	-9.7	3.9	-0.9	1.5	i	-5.3	-6.2	0.1	-13.7	0.2
O=C(Nc1ccccc1OC(F)F)c1ccc(-n2cncn2)c([N+](=O)[O-])c1	-0.4	-22.1	-1.3	-0.7	i	-2.0	-1.9	-1.0	0.7	18.8*
COc1ccccc1N(C)S(=O)(=O)c1ccc(C(=O)Nc2cc(OC)c(OC)c(OC)c2)cc1	-12.1	2.4	0.0	1.9	i	1.0	-2.4	0.6	-5.8	0.0
N#Cc1c(NC(=O)c2ccccc2)sc2c1CCC2	-0.4	1.9	4.3	-2.0	i	7.7	-11.4	0.8	2.1	-1.3

A run of entries taken from the entries so far, as a working copy:
SMILES	Scp-1 inhibitor	SUMO1-SIM PPI	STEP block	LMPTP block	Rpn11 inh	CSN inh	NadD block	MsrA inhibitor	DNMT1 block	Tb MetRS inh
O=[N+]([O-])c1ccc(CN2CCN(Cc3c[nH]c4ccccc34)CC2)cc1	-8.0	-12.0	3.2	-0.2	i	-3.5	-4.9	1.7	-4.4	6.2*
N=c1n(CCCOc2ccccc2Cl)c2ccccc2n1CC(N)=O	-2.5	-0.9	0.1	2.5	i	0.6	-13.0	-0.6	-5.2	1.5
CCOC(=O)C(=O)NC(C)c1ccccc1 (centres undefined)	-9.3	1.1	1.1	0.2	i	-1.5	-1.1	1.1	3.7	-0.1
CN1CCN(c2nc3c(c(=O)[nH]c(=O)n3C)n2CCCSc2ncccn2)CC1	-13.1	-1.7	0.8	-1.0	i	-5.7	-2.0	1.0	1.4	-0.6

Carrying on.
SMILES	Scp-1 inhibitor	SUMO1-SIM PPI	STEP block	LMPTP block	Rpn11 inh	CSN inh	NadD block	MsrA inhibitor	DNMT1 block	Tb MetRS inh
CCC(C)[C@H](N)c1nnc(SCc2cccc(F)c2)o1 (some centres undefined)	-6.4	-6.2	-3.6	-0.8	i	0.0	-2.0	0.0	1.4	-0.3
Cc1oc2c(C)c(O)ccc2c(=O)c1-c1ccc2ccccc2n1	2.3	4.0	4.0	-2.8	i	5.4	3.2	0.7	-3.6	-0.2
N#CCc1ccc(OC(=O)c2ccncc2)cc1	-9.8	0.0	-0.3	-1.5	i	1.3	-1.7	-0.2	2.5	-0.4
CCC(c1nnc(SCC(=O)Nc2cc(S(C)(=O)=O)ccc2Cl)n1Cc1ccccc1)N(C)C (centres undefined)	-4.2	-151.0	-2.7	-8.5	i	8.3	9.8	0.1	-12.1	-0.3
Cc1ccc(F)c([C@H]2[C@@H]3C=CCC[C@@]3(C)C(=O)N2Cc2ccccc2)c1	-0.2	6.7	2.2	0.6	i	1.7	-2.3	-0.9	-0.4	-0.4
CN1C(=O)C(CC(=O)NCCc2ccccc2)N(NC(=O)c2cccc(F)c2)C1=S (centres undefined)	2.6	1.2	10.1	-1.6	i	2.7	-2.6	0.2	1.8	-0.5
COc1ccc(CN2C(=O)C(CC(=O)NCCCN(C)C)CC(C(=O)N3CCCCCC3)=C2C)cc1 (centres undefined)	.	-0.4	.	-5.8	.	0.0	-0.4	-1.4	.	-0.4
Cc1nn(Cc2ccccc2)c(C)c1NC(=O)Cn1nc([N+](=O)[O-])c(Cl)c1C	0.4	-6.5	0.3	-0.7	i	4.8	3.9	0.1	0.6	-0.2
CCc1nc2cc(Cl)c(Cl)cc2nc1CC	-0.8	-2.6	-0.4	0.3	i	3.2	-2.7	1.0	-1.1	0.2
CCn1nnnc1SCCSc1nnnn1CC	-5.5	-4.2	-2.7	-1.2	i	-1.8	0.0	-0.3	-1.0	-0.8
COc1ccccc1CNC(=O)CSc1nc2nc(C)cc(C)n2n1	-0.3	-5.5	-2.5	0.1	i	2.3	-1.4	-0.1	0.4	-0.8
CCCCNc1ccc(C(CC(N)=O)NC(=O)c2cc(C)cc(C)c2)cc1[N+](=O)[O-] (centres undefined)	-6.5	-16.3	1.9	-0.3	i	2.6	-4.8	0.5	-3.2	-0.1
CC(OC(=O)c1cccs1)C(=O)NCc1cccs1 (centres undefined)	-2.9	-2.0	-1.7	-0.4	i	-1.6	-2.3	-1.3	1.1	-0.3
CCCCOC(=O)Nc1nnc(Cc2ccc(Cl)cc2)s1	4.7	0.2	4.1	-0.5	i	2.1	-4.1	0.3	-0.5	-0.6
CC(=O)Nc1ccc(S(=O)(=O)NCCCCNS(=O)(=O)c2ccc(NC(C)=O)cc2)cc1	-6.0	0.5	-0.3	-2.3	i	-0.2	-0.8	-0.2	-3.0	-0.7
COc1ccc(NC(=O)Nc2cccc3ccccc23)cc1OC	-2.0	-3.8	0.0	0.2	i	-6.0	-3.7	1.5	0.6	-0.3
COc1ccc(N(CC(=O)NCc2ccc(F)cc2)C(=O)CCC(=O)Nc2nccs2)cc1	-5.3	11.5	1.0	-0.2	i	3.2	0.2	0.7	-0.9	0.1
CCOC(=O)N/N=C/c1ccccc1OCc1ccc(Cl)cc1	-7.8	-0.2	0.6	0.5	i	-20.5	-9.0	-0.9	-0.9	-0.2
O=C(CN(C(=O)CCC(=O)Nc1nccs1)c1ccc(F)cc1)NCc1ccc(F)cc1	2.6	-4.3	-0.6	-0.8	i	-0.3	1.3	0.5	0.0	0.1
O=c1[nH]c2ccc(S(=O)(=O)N3CCCCC3)cc2o1	-1.3	-3.3	-2.0	-1.8	i	-5.1	-1.3	0.0	1.7	-0.6
Cc1ccc(S(=O)(=O)/C=C/c2ccccc2)cc1	-11.1	-1.0	-0.6	-0.3	i	3.1	-3.7	0.4	3.2	-1.1
CCn1c(SCC(=O)Nc2cc(C)on2)nnc1-c1ccc(S(=O)(=O)N2CCCC2)cc1	-4.9	0.7	-1.8	-0.3	i	4.1	1.8	-0.6	2.2	-0.4
CC1=C(C(=O)Nc2ccc(C)cn2)C(c2cnn(C)c2)C2=C(CCCC2=O)N1 (centres undefined)	-6.8	-1.0	-2.2	-1.1	i	0.2	-1.7	0.9	3.3	0.7
CCOP(=O)(OCC)C(Nc1ccc(OC)cc1)c1ccco1 (centres undefined)	-8.8	-2.4	0.3	0.0	i	0.7	-2.6	0.5	-0.1	0.1
CCC(SC1=Nc2ccccc2C2=NC(CC(C)C)C(=O)N12)C(=O)Nc1ccc2c(c1)OCO2 (centres undefined)	-5.0	5.7	3.5	0.8	i	5.0	7.3	0.6	-9.0	-0.1

Outcome played no part in choosing rows. Share with any hit: about 3.9%.
